SV40 large T antigen = SV40 large T antigen inhibitors, biochemical (AID 1903); SV40 large T antigen ATPase/helicase inhibition assay; higher % means a stronger effect; inhibition, % at 20 µM; hits with a dose series show IC50 in µM; hit rate 0.39% among 310,000; in the data active = a potency from the dose series; inconclusive = inhibition mostly from about 32% at the one dose, without a potency; inactive = the rest, 99 in 100 with inhibition below about 32%; also: strong numbers were not always called active
K1F lysis inhibition = inhibition of K1F phage lysis, E. coli UTI89, bacterial capsule biogenesis inhibitors, alamar blue (AID 488966); hit rate 0.02% among 340,000; E. coli UTI89 K1F phage lysis, alamar blue, 2 h; higher % means a stronger effect; inhibition, % at 100 µM, or IC50 in µM where a hit was titrated;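 active = phage lysis inhibition, versus mean bacterial control, above a set limit; inconclusive = no clear call, values can overlap the other calls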;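 also: capsule biogenesis inhibitors block K1F phage lysis so surviving cells raise fluorescence; higher fluorescence means more inhibition of phage lysis; actives were called in the ten point dose series up to 300 µM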
T cell HTS = modulators of CD8 T cell-vesicle binding, primary screen, mouse 2C CD8+ T cells, flow cytometry. hit rate 0.068% among 330,000. AID 2052, 2009. calls only at 7 µM. 2C CD8+ T cell-vesicle binding; active compounds read low;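 active = response, share of CD8 T cells binding vesicles, and their 90th percentile fluorescence all below set limits, cut at about 80% in these data, passing the limit was not always enough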
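Benchmarks: naked versus QL9-loaded vesicles / Assay system: purified 2C TCR transgenic mouse naive CD8+ T cells / Technique: high-throughput flow cytometry with anti-B7-1 and anti-CD8 staining / Timing: Cell–vesicle co-incubation 1.5 h at 37 °C, staining 20 min on ice / Read-out: percent CD8+ FL2 mean versus row control / Probe or stimulus: QL9-loaded Drosophila micro-vesicles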
NTR1 agonist = agonists of NTR1, primary screen, imaging, U2OS cells, beta-arrestin-GFP, high content (AID 493036) | NTR1-U2OS beta-arrestin-GFP spot imaging, agonist mode | activation, % at 20 µM | hit rate 0.17% among 330,000;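 active = activation at or above 40% of the spot to cytoplasm intensity ratio, with at least 20 cells analyzed; inconclusive = wells under 20 cells, flagged as cytotoxic or low count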;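 also: 0% = DMSO without peptide and 100% = 100 nM NTR1 peptide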
Target sequence (P30989 whole entry, looked up): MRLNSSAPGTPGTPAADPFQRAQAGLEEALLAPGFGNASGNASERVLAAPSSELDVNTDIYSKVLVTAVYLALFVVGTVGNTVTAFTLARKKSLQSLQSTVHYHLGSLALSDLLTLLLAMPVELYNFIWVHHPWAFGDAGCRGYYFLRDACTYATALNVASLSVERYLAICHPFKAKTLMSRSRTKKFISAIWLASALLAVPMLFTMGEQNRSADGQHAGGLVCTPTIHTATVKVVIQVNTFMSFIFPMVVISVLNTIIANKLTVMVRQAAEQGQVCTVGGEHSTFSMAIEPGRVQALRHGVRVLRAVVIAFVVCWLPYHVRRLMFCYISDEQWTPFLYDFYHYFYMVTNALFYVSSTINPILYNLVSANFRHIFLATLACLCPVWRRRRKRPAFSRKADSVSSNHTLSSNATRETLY
RSV antiviral HEp-2 = RSV antiviral activity via CPE protection, HEp-2 cells, primary 10 µM value included (AID 2391); CPE inhibition, % at 10 µM; hits with a dose series show IC50 in µM; HEp-2 cells, RSV-induced CPE inhibition; higher % means a stronger effect; hit rate 0.13% among 310,000; in the data active = a potency from the dose series; inconclusive = CPE inhibition mostly from about 23% at the one dose, without a potency; inactive = the rest, 99 in 100 with CPE inhibition below about 21%; also: strong numbers were not always called active
West Nile virus CPE = West Nile virus antiviral activity, cell-based, CPE readout (AID 1621); West Nile virus-infected cells, CPE inhibition; higher % means a stronger effect; one-dose CPE inhibition, % at 10 µM; IC50 in µM for titrated hits; hit rate 0.02% among 290,000; in the data active = a potency from the dose series; inconclusive = CPE inhibition mostly from about 3.7% at the one dose, without a potency; inactive = the rest, 99 in 100 with CPE inhibition below about 2.2%; also: strong numbers were not always called active
MgcRacGAP inhibition = MgcRacGAP GTPase-activating activity inhibitors, confirmation, biochemical, ADP Hunter fluorescence. MgcRacGAP-stimulated Rac1 GTP hydrolysis, ADP Hunter fluorescence; higher % means a stronger effect; GST-tagged Rac1 F28L mutant substrate. AID 624330, 2012. inhibition, % at 30 µM, or IC50 in µM where a hit was titrated. Rac GTPase-activating protein 1 (Homo sapiens). hit rate 0.6% among 340,000;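 active = first-screen hits whose inhibition reached a set limit at any dose in the follow-up dose series; inconclusive = inhibition above the set first-screen limit but never retested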;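 also: fluorescence reports GDP produced by GAP-driven GTP hydrolysis; strong numbers were not always called active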
Salmonella PhoP GFP = inhibitors of PhoP regulon expression, primary screen, Salmonella Typhimurium, GFP reporter (AID 1863); hit rate 0.16% among 300,000; one-dose inhibition, % at 50 µM; IC50 in µM for titrated hits; S. Typhimurium PhoP-regulated promoter GFP reporter, 4 h; higher % means a stronger effect;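 active = inhibition over 29.93%, a cutoff 3 SD above the screen mean, later confirmed by dose response; inconclusive = inhibition over 29.93% but no dose response follow-up; inactive = inhibition at most 29.93% or unconfirmed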;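 also: 0% = low Mg2+ inducing control and 100% = high Mg2+ repressing control; strong numbers were not always called active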
NS5 inhibitors = Dengue-2 NS5 methyltransferase inhibitors, primary screen, biochemical, confirmation dose response (AID 588689); Genome polyprotein (Dengue virus type 2 (strain 16681-PDK53)); Dengue-2 NS5 methyltransferase capping enzyme assay, biochemical; higher % means a stronger effect; inhibition, % at 25 µM, or IC50 in µM where a hit was titrated; hit rate 0.3% among 340,000; in the data active = a potency from the dose series; inconclusive = inhibition above about 29% without an active follow-up result
T cell HTS vesicle-bound % = second read-out of T cell HTS, no call of its own (marks repeat the call); double positive events, %; measured here: CD8+ vesicle-bound cell fraction;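 binding gate set so that unloaded-vesicle control wells show 10% double positive cells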
NTR1 agonist cell count 20 µM = further read-out of NTR1 agonist, marked with its call; cell count; measured here: cell count, cytotoxicity flag
NS5 inhibitors pilot replicate = second read-out of NS5 inhibitors, no call of its own (marks repeat the call); inhibition, %; measured here: pilot screen replicate inhibition
* = called active by the depositor; i = inactive; ? = inconclusive; / = no result given; [ ] = another dose, or the depositor's remark.

SMILES | SV40 large T antigen | K1F lysis inhibition | T cell HTS | T cell HTS vesicle-bound % | NTR1 agonist | NTR1 agonist cell count 20 µM | RSV antiviral HEp-2 | West Nile virus CPE | MgcRacGAP inhibition | Salmonella PhoP GFP | NS5 inhibitors | others
COc1ccc(C(=O)Nc2cccc(NC(=O)c3ccc(OC)c(OC)c3)n2)cc1OC | 2% | -0.7% | i | 56 | 1.3 | 46 | 0.8% | 0.4% | 13% | -5% | /
CCC12CN3CC(CC)(CN(C1)C3c1ccc(OC(C)C)cc1)C2=O (centres undefined) | 5% | 2.4% | i | 26 | -0.9 | 88 | 1.2% | -0.3% | 2% | -6% | -5%
O=C(Cc1ccc(Cl)cc1)Nc1ccc(SC(F)F)cc1 | 5% | 1.7% | i | 43 | 6.3 | 64 | 8.3% | -0.5% | 8% | -8% | -7%
CC(=O)c1ccc(N2CCN(C(=S)Nc3ccccc3)CC2)cc1 | 4% | 0.8% | i | 37 | -1.1 | 92 | -0.2% | -0.2% | 4% | 4% | -7%
O=C(N/N=C\c1ccccc1)c1ccccc1-n1cccc1 | 9% | -0.1% | i | 11 | 2.0 | 31 | 2.1% | 0.1% | 6% | 5% | 5%
COc1cc(C2N(c3ccc(Cl)cc3)C(=O)C3CCCN32)cc(OC)c1OC (centres undefined) | 7% | -0.3% | i | 61 | 0.2 | 54 | -1.1% | 0.2% | 4% | 4% | -2%
COc1ccccc1N1CCN(C(=O)c2cc(C3CC3)on2)CC1 | 13% | -0.3% | i | 24 | -1.9 | 87 | 1.4% | 0.3% | 2% | -1% | -1%
O=C(C1CCCO1)N1CCN(c2c3c(nc4cc(-c5ccc(F)cc5)nn24)CCC3)CC1 (centres undefined) | 2% | 1.6% | i | 44 | 0.1 | 51 | 9.7% | 0.5% | 11% | -19% | -4%
Cc1ccsc1-c1nc(C(N)=O)c2[nH]c(=O)n(-c3ccc(Cl)cc3)c2n1 | 2% | 0.6% | i | 43 | 5.7 | 93 | 2.0% | / | 10% | 1% | 14%
O=C(O)c1cccc(Nc2c([N+](=O)[O-])c(=O)oc3ccccc23)c1 | 8% | 0.3% | i | 52 | 0.3 | 53 | -2.1% | 1.2% | 5% | 4% | -5%
Cc1ccc(C2CC(=O)NC(SCC(=O)Nc3nccs3)=C2C#N)cc1 (centres undefined) | -3% | -0.3% | i | 67 | 0.7 | 71 | 0.1% | 0.6% | 12% | -4% | 1%
CCOC(=O)c1ccc(NC(=O)C2CCN(C(=O)c3ccc(OC)c(OC)c3)CC2)cc1 | 5% | -0.6% | i | 31 | 1.5 | 35 | -0.8% | 0.1% | 7% | 0% | 5%
CC(C)c1ccc(/C=N/n2c(-c3ccccc3)n[nH]c2=S)cc1 | 7% | 0.4% | i | 67 | 9.9 | 78 | 7.0% | 1.6% | 10% | -2% | -5% | NS5 inhibitors pilot replicate=-7.6
COc1ccc(Nc2nc(N)nc(CSCCO)n2)cc1 | 5% | -0.5% | i | 40 | -0.3 | 65 | 1.3% | 0.5% | 4% | -5% | -5%
CCC(=O)NC(=S)Nc1ccc(S(=O)(=O)N2CCN(C)CC2)cc1 | 2% | 4.4% | i | 32 | -0.5 | 54 | -0.6% | -0.1% | 3% | 3% | -7%
Cc1ccc(C(c2sc3nc(C)nn3c2O)N2CCOCC2)cc1 (centres undefined) | 4% | 1.0% | i | 36 | -6.1 | 93 | 2.1% | -0.2% | -3% | -26% | -1%
CC12CCC(=O)N1C(C(=O)NNC(=O)c1ccccc1F)CS2 (centres undefined) | / | 0.2%[50 µM] | i | 45 | -2.1 | 82 | 0.2% | / | -2% | / | -2%
O=C(CCCN1C(=O)/C(=C/c2cccs2)SC1=S)Nc1ccc(O)cc1 | 15% | 0.2% | i | 37 | 1.4 | 55 | 13% | ? | 17% | -2% | -6%
O=C(Nc1sc2c(c1C(=O)O)CCCCC2)c1ccccc1F | 2% | -0.3% | i | 30 | -0.3 | 86 | 3.8% | 0.9% | 5% | -3% | 11%
O=C(COC(=O)c1ccccc1C(=O)c1ccc(Cl)c([N+](=O)[O-])c1)NC1CC1 | 22% | -0.1% | i | 59 | -1.1 | 36 | 69% | 0.2% | 8% | -6% | -4%
Cc1ccc2[nH]c(=O)c(C(c3nnnn3CC3CCCO3)N3CCc4ccccc4C3)cc2c1 (centres undefined) | 11% | -0.1% | i | 28 | 2.1 | 83 | 2.3% | 0.1% | 9% | -5% | 10%
CCCc1n(CC(O)COCc2ccccc2)c2ccccc2[n+]1C (centres undefined) | 20% | 0.5% | i | 42 | 0.0 | 50 | -0.5% | 0.9% | 5% | -1% | -5%
CC(C)C(OC(=O)c1ccccc1)c1nccc2ccccc12 (centres undefined) | 7% | 0.6% | i | 48 | 1.1 | 58 | 6.0% | -0.6% | 6% | -3% | 0%
CC(=O)Oc1ccc(C(=O)Nc2ccc3c(c2)C(=O)N(CCC(=O)O)C3=O)cc1 | 6% | 5.6% | i | 10 | 0.8 | 59 | 1.6% | 0.5% | 4% | -6% | -2%
CCOc1ccc(/C=C2\SC(=S)N(CCC(=O)O)C2=O)cc1 | 14% | 0.2% | i | 52 | 0.7 | 44 | 1.5% | 0.0% | 8% | 4% | 11%
COCCCn1c(=O)c2ccccc2n(Cc2cccc(C)c2)c1=O | 9% | 0.1% | i | 31 | 2.3 | 68 | 3.6% | -0.8% | 13% | 14% | -5% | NS5 inhibitors pilot replicate=-6.7
COc1ccc(C2SCC(C(=O)O)N2C(C)=O)cc1OC (centres undefined) | -1% | 5.8% | i | 53 | 0.6 | 65 | -0.6% | 0.1% | 2% | 3% | -10%
CC(C)c1ccc(C(CC(=O)c2ccc(Cl)cc2)C(=O)O)cc1 (centres undefined) | 10% | -0.1% | i | 42 | -0.4 | 85 | 3.7% | -0.1% | 7% | 9% | 3%
CC(=O)N1CCc2cc(C(=O)CN3CCCN(Cc4ccc(F)cc4)C3)ccc21 | 14% | / | i | 24 | 3.4 | 53 | 0.2% | -0.1% | / | -9% | /
Cc1cc(C(F)(F)F)nc(-n2cc(-c3cccc(N)c3)nn2)n1 | 11% | 0.3% | i | 25 | 0.3 | 53 | 0.5% | -0.4% | 7% | 2% | 2%

Part of the list above in order of molar mass, ascending.
SMILES | SV40 large T antigen | K1F lysis inhibition | T cell HTS | T cell HTS vesicle-bound % | NTR1 agonist | NTR1 agonist cell count 20 µM | RSV antiviral HEp-2 | West Nile virus CPE | MgcRacGAP inhibition | Salmonella PhoP GFP | NS5 inhibitors | others
Cc1cc(C(F)(F)F)nc(-n2cc(-c3cccc(N)c3)nn2)n1 | 11% | 0.3% | i | 25 | 0.3 | 53 | 0.5% | -0.4% | 7% | 2% | 2%
CCOc1ccc(/C=C2\SC(=S)N(CCC(=O)O)C2=O)cc1 | 14% | 0.2% | i | 52 | 0.7 | 44 | 1.5% | 0.0% | 8% | 4% | 11%
CC(=O)N1CCc2cc(C(=O)CN3CCCN(Cc4ccc(F)cc4)C3)ccc21 | 14% | / | i | 24 | 3.4 | 53 | 0.2% | -0.1% | / | -9% | /
CC(=O)Oc1ccc(C(=O)Nc2ccc3c(c2)C(=O)N(CCC(=O)O)C3=O)cc1 | 6% | 5.6% | i | 10 | 0.8 | 59 | 1.6% | 0.5% | 4% | -6% | -2%

The list goes on.
SMILES | SV40 large T antigen | K1F lysis inhibition | T cell HTS | T cell HTS vesicle-bound % | NTR1 agonist | NTR1 agonist cell count 20 µM | RSV antiviral HEp-2 | West Nile virus CPE | MgcRacGAP inhibition | Salmonella PhoP GFP | NS5 inhibitors | others
Cc1sc2nc(-c3ccccn3)[nH]c(=O)c2c1-c1ccccc1 | 18% | -0.6% | i | 34 | 8.5 | 36 | 1.3% | -1.2% | 13% | 1% | -10%
Cc1cc(NC(=O)c2cc(-c3ccc4c(c3)OCO4)on2)n(-c2ccccc2)n1 | 3% | 0.6% | i | 19 | 1.3 | 76 | 1.9% | 2.6% | -10% | -27% | -2%
CN(C)c1ccc(C#Cc2ccc3cc(CCCO)oc(=O)c3c2)cc1 | / | 0.3% | i | 36 | 2.4 | 51 | 2.5% | / | -5% | / | 8%
COc1ccccc1CCNC(=O)Cn1ccc2cc(S(=O)(=O)N3CCCC3)ccc21 | 8% | 0.3% | i | 54 | -0.2 | 63 | 3.4% | -0.3% | 5% | -7% | 2%
Clc1ccc(C2Nc3cccc4cccc(c34)N2)cc1 | 3% | -1.3% | i | 44 | 1.6 | 61 | 0.5% | -0.6% | 17% | 14% | 7%
COc1ccc(CN2CCC(C(=O)N3CCCC(C)C3)CC2)cc1OC (centres undefined) | 6% | -0.5% | i | 58 | 0.0 | 80 | 0.0% | -0.2% | 12% | -2% | 4%
Cc1nn(CC(=O)O)c(=O)c2ccccc12 | 6% | 0.7% | i | 30 | -2.2 | 48 | -0.8% | 0.3% | 4% | -3% | 4% | NS5 inhibitors pilot replicate=1.8
CCn1cc(/C=C(\NC(=O)c2ccc(C)cc2)C(=O)NCCCN2CCOCC2)c2ccccc21 | / | -0.3% | / | / | -0.9 | 59 | / | 1.2% | -36% | / | 6%
CC1(C)OC(=O)N(NCc2ccccc2)C1(C)O (centres undefined) | 2% | 0.0% | i | 24 | -0.1 | 52 | 1.3% | 0.3% | -5% | 6% | -4%
COc1ccc(CNC(=O)c2cc(-c3ccncc3)nc3c(C)cc(C)cc23)cc1OC | 0% | 0.1% | i | 47 | 15 | 65 | 8.9% | 0.2% | 2% | 4% | 1%
CS(=O)(=O)N(CC(=O)N1CCCCCC1)c1cccc(Cl)c1Cl | 2% | -0.1% | i | 55 | 1.6 | 70 | 0.6% | -1.4% | 7% | 6% | -2% | NS5 inhibitors pilot replicate=-2.7
O=C(COC(=O)COc1cccc(C(F)(F)F)c1)NC(=O)NC1CCCCC1 | 4% | 0.8%[50 µM] | i | 25 | 1.7 | 76 | 1.3% | / | 6% | 1% | -6%
